Assay outcomes: PubChem BioAssay, National Center for Advancing Translational Sciences (NCATS)
PGK inhibitor – inhibitors of T. brucei phosphoglycerate kinase; P07378; PGK/GAPDH coupled, Kinase-Glo luminescence, 60 min; Potency, µM (highest dose often 57.5 µM), inactives show top-dose activity change, negative = inhibition, most hits filed as inhibitors; actives 0.043% (n = 380,000); further: on the % scale 0 is the no-effect control and ±100 the full control effect; nearly all actives have a fitted effect of over 60% in size
Target sequence (P07378 whole entry, looked up): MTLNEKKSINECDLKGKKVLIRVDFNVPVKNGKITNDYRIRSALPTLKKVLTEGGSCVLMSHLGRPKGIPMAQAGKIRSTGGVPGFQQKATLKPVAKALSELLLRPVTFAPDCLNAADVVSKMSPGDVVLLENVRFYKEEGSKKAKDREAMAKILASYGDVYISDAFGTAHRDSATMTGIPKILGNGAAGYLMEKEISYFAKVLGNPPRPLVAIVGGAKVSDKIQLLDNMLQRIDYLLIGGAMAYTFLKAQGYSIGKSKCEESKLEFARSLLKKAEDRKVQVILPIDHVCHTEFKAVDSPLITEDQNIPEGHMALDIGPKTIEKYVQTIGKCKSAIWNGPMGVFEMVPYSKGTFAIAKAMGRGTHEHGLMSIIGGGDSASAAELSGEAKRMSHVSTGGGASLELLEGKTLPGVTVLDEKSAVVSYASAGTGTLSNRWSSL
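Recombinant glycosomal PGK reaction used 1,3-bisphosphoglycerate generated in-well by GAPDH (100nM final) in 100mM TEA pH 7.6, 5mM MgCl2, 0.01% Tween-20. After 60 minutes at room temperature, ATP was read by Kinase-Glo Plus luminescence end-point.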
G9a inh – G9a (human) methyltransferase inhibition; G9a H3K9 monomethylation, AlphaScreen, 2 h; Q96KQ7; Potency, µM (highest dose often 102 µM), for inactives: at the top dose activity, negative = inhibition, hits mostly inhibitors; actives 8.8% (n = 350,000); further: on the % scale 0 is the no-effect control and ±100 the full control effect; nearly all actives have a fitted effect of over 75% in size
Target sequence (Q96KQ7 913-1193 limits assumed): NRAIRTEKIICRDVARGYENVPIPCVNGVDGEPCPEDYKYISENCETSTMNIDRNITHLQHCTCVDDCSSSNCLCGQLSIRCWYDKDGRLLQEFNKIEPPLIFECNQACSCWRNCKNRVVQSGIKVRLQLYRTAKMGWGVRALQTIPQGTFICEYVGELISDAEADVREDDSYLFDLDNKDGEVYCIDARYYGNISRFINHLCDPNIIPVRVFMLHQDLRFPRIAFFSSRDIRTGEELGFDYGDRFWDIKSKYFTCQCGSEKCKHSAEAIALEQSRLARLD
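Signal arises when biotinylated H3K9 peptide, once monomethylated, bridges streptavidin donor and antibody-captured acceptor beads. Enzyme at 20 nM was preincubated 15 min with test compounds; peptide 500 nM and SAM 20 uM then reacted for 2 h.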
BAZ2B inh – inhibitors of human BAZ2B bromodomain | Potency, µM (top dose mostly 114 µM), without a hit: at the top dose activity change, negative = inhibition, most hits filed as inhibitors | AlphaScreen BAZ2B-H3K14Ac peptide displacement | actives 4.4% (n = 360,000) | AID 504333; further: on the % scale 0 is the no-effect control and ±100 the full control effect; nearly all actives have a fitted effect of over 60% in size
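Compounds, titrated to a top concentration of 110 uM, were incubated 30 min at room temperature with preformed BAZ2B/acetyl-K14 H3 peptide complex (50 nM each). Proximity signal was measured by AlphaScreen after 20 min with beads.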
GLS inh – inhibitors of human glutaminase (GLS). O94925. GLS enzymatic activity, qHTS titration. Potency, µM (highest dose often 45.5 µM), without a hit: at the highest dose activity change, negative = inhibition, usual class: inhibitors. actives 0.21% (n = 410,000). AID 624170; further: on the % scale 0 is the no-effect control and ±100 the full control effect
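hKGA in 45 mM KH2PO4 pH 8.2, 0.02% Tween-20 with pin-transferred compounds; 1 mM L-glutamine (stock) plus glutamate oxidase/HRP/Amplex Red coupling added. Fluorescence read initially and after 30 min at RT.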
Pol iota inh – DNA polymerase iota (human) inhibition; actives 1% (n = 390,000); AID 588590; Pol iota fluorescent replication assay, 10 min; Potency, µM (top dose mostly 115 µM), without a hit: top-dose activity, negative = inhibition, most hits filed as inhibitors; Q9UNA4
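Fluorescent replication assay read twice, at 0 min and 10 min after adding 50 nM (final) substrate. Enzyme (10 nM) and compounds were first incubated 15 min at room temperature; enzyme-free buffer wells were negative controls.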
Pin1 inh – blocks the human prolyl isomerase Pin1; Q13526; Pin1 FP peptide displacement, HiFluor488, 10 min; Potency, µM (doses to about 115 µM), inactives show at the highest dose activity, negative = inhibition, most hits filed as inhibitors; actives 0.009% (n = 390,000); AID 504891; active means well fitted inhibition curve with a large enough effect in the polarisation, with a control signal flat, not every such curve was filed as active; inconclusive means small, poorly fitted or top-dose-only effect, or effect the other way, or a change in a side signal; inactive means no such curve, though single readings can be large or run the other way; the % refers to the polarisation; further: on the % scale 0 is the no-effect control and ±100 the full control effect
Target sequence (Q13526 whole entry, looked up): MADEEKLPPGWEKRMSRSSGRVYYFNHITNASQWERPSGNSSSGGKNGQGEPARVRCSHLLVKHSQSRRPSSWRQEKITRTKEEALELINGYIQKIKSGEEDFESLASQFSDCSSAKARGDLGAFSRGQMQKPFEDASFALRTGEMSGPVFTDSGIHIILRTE
BLM inh – inhibitors of human Bloom syndrome helicase BLM; P54132; Potency, µM (doses to about 56.1 µM), for the others: at the highest dose activity change, negative = inhibition, most hits filed as inhibitors; recombinant BLM DNA unwinding, fluorescence dequenching; AID 2528; actives 0.2% (n = 350,000);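 further: plate controls were vehicle for no effect and no enzyme for full effect; nearly all actives have a fitted effect of over 35% in size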
JMJD2A Tudor inh – inhibitors of human JMJD2A Tudor domain; Potency, µM (top dose mostly 114 µM), without a hit: at the highest dose activity change, negative = inhibition, hits mostly inhibitors; O75164; AlphaScreen JMJD2A-Tudor / H3K4me3 peptide binding; actives 4.4% (n = 390,000); further: on the % scale 0 is the no-effect control and ±100 the full control effect; nearly all actives have a fitted effect of over 50% in size
HP1b binding inh – inhibitors of HP1-beta chromodomain binding to methylated histone tails; P83916; AlphaScreen HP1-beta / biotin-H3K9me3 peptide binding; Potency, µM (series often up to 114 µM), without a hit: at the highest dose activity change, negative = inhibition, hits mostly inhibitors; actives 0.56% (n = 390,000); AID 540317; further: nearly all actives have a fitted effect of over 70% in size; inactives centre near 23
Target sequence (P83916 whole entry, looked up): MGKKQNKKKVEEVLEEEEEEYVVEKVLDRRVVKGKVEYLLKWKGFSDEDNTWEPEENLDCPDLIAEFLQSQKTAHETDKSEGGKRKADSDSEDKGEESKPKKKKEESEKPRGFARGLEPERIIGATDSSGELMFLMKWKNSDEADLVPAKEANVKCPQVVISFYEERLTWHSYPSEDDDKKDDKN
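AlphaScreen: HP1-beta (50 nM) preformed 30 min with biotin-H3(1-18)K9me3 peptide (50 nM) in PBS pH 7.4, 0.01% Tween-20. Compound added for 30 min at RT, then streptavidin donor/nickel chelate acceptor beads (10 ug/mL) for 30 min.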
Active calls of the source: *; i = inactive; ? = inconclusive; . = not tested or not shown; [ ] = dose if it differs, or a comment. Unless noted, the call rests on the fitted dose curve; in most records, active means well fitted curve in the direction sought with a large enough effect; inconclusive means small, poorly fitted or top-dose-only effect, or another doubt; inactive means no such curve, though single readings can be large; an effect the other way counts as inactive or inconclusive. Potency means the concentration at half of the fitted maximal effect.

The first four records (preview)
PGK inhibitor	G9a inh	BAZ2B inh	GLS inh	Pol iota inh	Pin1 inh	BLM inh	JMJD2A Tudor inh	HP1b binding inh	smiles
-3.5%	-3.0%[59 µM]	74.6%[activator]	-16.4%	0.8%	?	-14.9%	-3.5%	38.8%	CCOC(=O)C(NCc1ccc(F)cc1)(NC(=O)c1ccccc1)C(F)(F)F (stereo unspecified)
.	25.1µM*	56.2µM*	-7.9%	-0.2%	-4.5%	-0.2%	50.1µM*	16.1%	N#CC1(c2ccccc2)CCC(NCCc2ccccc2)CC1 (stereo unspecified)
11.6%	2.7%[59 µM]	-0.4%	-6.5%	7.5%	-5.9%	-1.0%	-6.3%	17.2%	O=C(Oc1cccc2c(OC(=O)N3CCOCC3)cccc12)N1CCOCC1
-4.0%	.	-6.6%	3.5%	18.3%	-1.7%	-4.6%	-17.1%	29.1%	CN(Cc1ccccn1)Cc1nc(COc2ccccc2)no1

All compounds of this part, from the start:
PGK inhibitor	G9a inh	BAZ2B inh	GLS inh	Pol iota inh	Pin1 inh	BLM inh	JMJD2A Tudor inh	HP1b binding inh	smiles
-3.5%	-3.0%[59 µM]	74.6%[activator]	-16.4%	0.8%	?	-14.9%	-3.5%	38.8%	CCOC(=O)C(NCc1ccc(F)cc1)(NC(=O)c1ccccc1)C(F)(F)F (stereo unspecified)
.	25.1µM*	56.2µM*	-7.9%	-0.2%	-4.5%	-0.2%	50.1µM*	16.1%	N#CC1(c2ccccc2)CCC(NCCc2ccccc2)CC1 (stereo unspecified)
11.6%	2.7%[59 µM]	-0.4%	-6.5%	7.5%	-5.9%	-1.0%	-6.3%	17.2%	O=C(Oc1cccc2c(OC(=O)N3CCOCC3)cccc12)N1CCOCC1
-4.0%	.	-6.6%	3.5%	18.3%	-1.7%	-4.6%	-17.1%	29.1%	CN(Cc1ccccn1)Cc1nc(COc2ccccc2)no1
-2.6%	15.9%	-5.7%	0.3%	28.8%	4.8%	0.8%	-2.0%	34.4%	OCC1CCCN(C(=S)Nc2ccc(OC(F)F)cc2)C1 (stereo unspecified)
2.3%	-1.6%	-2.2%	9.3%	24.7%	-0.6%	-3.8%	-9.0%	35.4%	CC(C)C(=O)Nc1cccc(C(=O)Nc2nncs2)c1
-2.2%	14.5%	5.7%	6.1%	-18.4%	6.5%	-3.7%	-25.2%	23.6%	O=C(CSCC(=O)Nc1nc(-c2ccc3c(c2)OCO3)cs1)Nc1nccs1
i	.	?	0.5%	19.4%	2.1%	5.3%	-29.5%	11.2%	Cc1ccc2oc(C(=O)NCc3ncc(C)[nH]3)c(C)c2c1
i	?	35.5µM*	6.5%	79.4µM*	?	-17.3%	44.7µM*	?	C#CCOCCOCCOCCNc1nc(N2CCN(C(=O)[C@H](Cc3ccc(O)cc3)n3cc([C@@H](N)C(C)CC)nn3)CC2)nc(N2CCN(C(=O)[C@H](Cc3cc4ccccc4[nH]3)n3cc([C@@H](N)CC(C)C)nn3)CC2)n1 (stereo partly specified)
i	-2.5%[59 µM]	-16.5%	1.2%	28.1%	-7.7%	-3.5%	-24.7%	1.8%	Cc1cccc(NC(=O)Cn2c(=O)n(-c3ccccc3Cl)c(=O)c3c(C)c(C(=O)N(C)C)sc32)c1
3.4%	-17.1%[59 µM]	-4.8%	3.4%	24.7%	-6.0%	.	-4.2%	45.0%[activator]	CCN(CC(=O)Nc1ccc(NC(C)=O)cc1)C(=O)c1ccc(=O)n(C)n1
-17.1%	7.2%[59 µM]	15.7%	-17.1%	-8.0%	3.2%	-1.1%	-18.0%	3.2%	COc1ccc(C2CC(C(F)(F)F)n3nc(CO)c(Cl)c3N2)cc1OC (stereo unspecified)
-8.7%	-42.2%[59 µM]	-28.9%	1.4%	1.7%	0.1%	-2.3%	-32.6%	17.9%	O=C(c1ccoc1)N1CCC2(CC1)Oc1ccc(Cl)cc1C(=O)C21CC(c2cccnc2)=NO1 (stereo unspecified)
-3.3%	.	-4.2%	2.4%	5.3%	7.0%	1.4%	-15.3%	36.4%	COc1ccc(OC)c(CNS(=O)(=O)c2cn(C)cn2)c1
-16.4%	?	-3.5%	-7.9%	-22.5%	1.7%	-7.6%	?	-2.5%	Cc1ccc(-n2nc3ccc(NC(=O)Cc4ccc(Cl)cc4)cc3n2)cc1

Other records.
PGK inhibitor	G9a inh	BAZ2B inh	GLS inh	Pol iota inh	Pin1 inh	BLM inh	JMJD2A Tudor inh	HP1b binding inh	smiles
-7.6%	59.7%[activator]	-0.8%	3.8%	117.7%[activator]	-0.6%	1.6%	-12.2%	21.3%	CCCCS(=O)(=O)N1CCCC(C(=O)Oc2ccccc2OC)C1 (stereo unspecified)
-0.2%	?	11.7%	-4.2%	-14.9%	-3.0%	0.4%	-2.2%	34.8%	CCn1c2ccccc2c2nnc(SCC(=O)c3ccccc3)nc21
-5.0%	?	0.3%	-11.4%	23.3%	-1.6%	-5.0%	-8.5%	-0.2%	CCN(CC)S(=O)(=O)c1cccc(-c2cn3cccnc3n2)c1
-8.9%	70.8µM*	?	16.7%	15.5%	-1.5%	-6.3%	?	5.3%	CCN1CCSc2ccc(C(=O)NCc3ccccc3C)cc21
-10.0%	8.7%	9.0%	-8.2%	17.6%	-3.8%	-1.3%	-13.3%	43.9%[activator]	COC(=O)c1ccc(Cl)c(-c2ccc(/C=N/NC(=O)Nc3ccccc3)o2)c1
-5.8%	-1.3%	-21.8%	31.7%[activator]	-3.0%	0.2%	1.2%	?	0.0%	COc1ccc(OC)c(C2=NS(=O)(=O)N(C)C(C(=O)N3CCC4(CC3)OCCO4)=C2)c1
i	-3.3%	-11.6%	1.4%	14.0%	-0.3%	0.5%	-3.5%	1.6%	CCC(C)NS(=O)(=O)c1ccc(N)cc1 (stereo unspecified)
-7.3%	15.1%[12.7 µM]	44.6%[activator]	-4.0%	7.4%	?	-13.5%	22.1%	106.4%[activator]	Oc1oc(-c2ccccc2)nc1C=Nc1cccc2ccccc12
7.7%	?	?	-0.3%	8.2%	-7.0%	-14.8%	-6.2%	51.2%[activator]	COc1ccc(CCNC(=O)c2cc(Cl)nc3ccccc23)cc1
-8.1%	?	-10.6%	3.0%	6.8%	-0.8%	0.8%	-8.3%	36.9%[activator]	O=C(CSc1nnc(-c2ccco2)n1-c1ccccc1Cl)Nc1cccc(C(=O)O)c1
-8.8%	15.7%	-0.2%	3.7%	50.9%[activator]	-3.4%	-4.1%	-17.6%	4.7%	O=C(NCc1ccccc1)c1cccc(S(=O)(=O)N2CCCCC2)c1
9.4%	6.4%[59 µM]	-5.2%	-1.0%	20.9%	-1.3%	5.9%	-18.5%	35.4%	CCCCN(CC)CCCNC(=O)Cn1ncc2c3ccccc3n(Cc3ccc(F)cc3)c2c1=O
-3.7%	8.0%[59 µM]	-16.5%	-8.6%	74.7%[activator]	2.5%	-4.9%	-4.0%	37.6%	S=C1NC2(CCCCCC2)N=C1c1ccccc1
2.1%	1.12µM*	?	-4.3%	18.3%	-0.4%	-16.3%	-35.8%	-2.2%	CCn1c(-c2cc(-c3cccc(OC)c3)nc3ccccc23)n[nH]c1=S
-15.9%	.	.	5.5%	38.9%[activator]	-7.7%	.	2.7%	38.6%[activator]	Nc1cnnc(N/N=C\c2ccccc2)c1Cl

Further entries follow.
PGK inhibitor	G9a inh	BAZ2B inh	GLS inh	Pol iota inh	Pin1 inh	BLM inh	JMJD2A Tudor inh	HP1b binding inh	smiles
2.3%	?	?	11.1%	-18.9%[58.9 µM]	-2.9%	-9.8%	-24.5%	21.3%	CCCOc1cc(C)c(S(=O)(=O)n2nnc3ccccc32)cc1C
4.3%	-6.7%	-22.1%	-0.9%	?	-1.3%	-2.9%	-33.2%	40.0%[activator]	CC(C)Cc1nc2oc3c(NCC(C)O)ncnc3c2c2c1CCCC2 (stereo unspecified)
-4.9%	124.3%[activator]	-11.6%	6.5%	5.5%	-6.8%	-3.0%	-6.5%	29.8%	COc1cc(Cl)ccc1OCc1cc(C(=O)N2CCCCCCC2)no1
i	-23.0%[0.501 µM]	79.4µM*	11.1%	7.0%	-4.9%	-4.3%	-7.5%	13.4%	COc1ccc(CCNC(=O)Cc2ccc(C)cc2)cc1OC
0.3%	14.8%	-14.0%	1.9%	8.8%	-1.5%	2.7%	-9.7%	23.2%	COc1ccccc1CN1CCC(n2nccc2NC(=O)c2ccccc2Cl)CC1
1.9%	-24.8%[12.7 µM]	11.6%	-2.5%	7.9%	0.8%	-1.6%	-21.2%	22.2%	Cc1cccc(C(=O)Nc2cccc(-c3cnc4ccccc4n3)c2)c1
-6.1%	-13.5%	7.3%	-4.6%	18.6%	5.8%	-4.0%	0.0%	23.7%	CSc1ncc(C(=O)Nc2ccccc2C)c(C)n1
7.3%	.	-9.4%	-5.6%	29.7%	2.6%	1.1%	-11.1%	9.1%	COc1ccc(Cc2nc3ccc(C(=O)N(C)CCc4cnn(C)c4)cc3o2)cc1OC
-6.3%	-27.6%[59 µM]	-18.6%	1.0%	53.7%[activator]	23.3%	-6.6%	-23.8%	26.7%	NC(=O)c1sc2nc3c(c(-c4ccco4)c2c1N)CCCC3
-2.7%	.	.	-15.8%	?	?	.	-8.3%	19.0%[57 µM]	Cn1c(N)c(N=Cc2ccccc2)c(=O)n(C)c1=O
i	20µM*	-18.2%	13.0%	-9.2%	1.5%	-4.1%	?	5.8%	Cc1ccc(OCC(=O)OC2=C(C(=O)c3ccccc3)N(C)S(=O)(=O)c3ccccc32)cc1
-0.7%	-8.4%[12.7 µM]	-35.3%	4.5%	-10.3%	12.9%	.	-32.7%	9.5%	CC(C)CC(=O)Nc1ccc(C(=O)COC(=O)Cc2n[nH]c(=O)c3ccccc23)cc1
i	?	-2.0%	9.8%	10.9%	-11.3%	-1.7%	-10.8%	41.9%[activator]	Cc1ccc(-n2nnc(-c3cccnc3Cl)n2)cc1
-15.5%	10.2%[12.7 µM]	-4.0%	1.7%	3.5%	-0.4%	3.8%	-10.8%	43.5%	O=c1[nH]cnc2c1nc(SCc1ccccc1)n2C1OC(CO)C(O)C1O (stereo unspecified)
1.3%	35.5µM*	17.8µM*	31.8%[activator]	-2.7%	-15.0%	-5.1%	10µM*	25.1µM*	CCN(CC)c1ccc(NC(=O)CNCc2ccccc2Cl)c(C)c1

The list is partial. The share of hits here may be higher or lower than overall.
